Bioassay records from PubChem BioAssay.
Vif imaging = HIV Vif self-association inhibitors, primary screen, imaging, HEK293T, single point; inhibition, % at 7.49 µM; HEK293T cells, Vif self-association by quenched fluorescence, 24 h; 0.35% of 340,000 active; in the data active means inhibition above about 50%, passing the limit was not always enough; further: some results filed as inactive read as strong as hits
NOD2-RIPK2 inh = NOD2-RIPK2 binding disruptors in cells, primary screen, fluorescence, CHO cells, BLA complementation; Receptor-interacting serine/threonine-protein kinase 2 (Homo sapiens), O43353; CCF4 ratio; inhibition, % at 4.98 µM; 0.38% of 360,000 active; AID 624267, 2012; in the data active means inhibition above about 21%;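 further: 0% = vehicle only and 100% = reference blocker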
ABHD5-PLIN5 inh = ABHD5-PLIN5 interaction inhibitors, primary screen, cell lysate, split luciferase complementation, luminescence. Perilipin-5 (Homo sapiens) + 1-acylglycerol-3-phosphate O-acyltransferase ABHD5 (Homo …. Split G. princeps luciferase complementation, 4 h. inhibition, % at 4 µM. 0.78% of 360,000 active. AID 602281, 2012;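 active means inhibition above the mean inhibition across every tested compound plus 3 SD, cut at about 22% in these data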;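 further: 0% = DMSO only wells and the 100% control is not disclosed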
Glyco luc inh = increase of ERlucT glycosylation luciferase signal, primary screen, N-linked glycosylation inhibitor project, D54 ERlucT cells, luminescence, set 2. AID 588692, 2011. 0.23% of 360,000 active. D54 ERlucT glycosylation luciferase reporter, 24 h; percent of 100 nM tunicamycin response. reporter increase, % at 12.5 µM;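 active means mean luciferase reporter signal, scaled so untreated is 0 and the glycosylation-blocking control 100, at or above a set limit in every replicate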;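 further: luciferase carries N-glycosylation sites so blocking glycosylation raises the light; 0% = median of neutral control wells and 100% = median of 100 nM tunicamycin wells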
aDG glyco up = activators of alpha-DG glycosylation, primary screen, uHTS, Pro5-aDG cells, AlphaScreen. alpha-DG glycosylation AlphaScreen (IIH6); 0% Pro5, 100% B10-LARGE cell signal. activation, % at 10 µM. 0.22% of 360,000 active. AID 624168, 2012;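 active means activation of at least 8% versus controls, or a plate z-score of at least 8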;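 further: Pro5 are CHO cells carrying HIG-tagged alpha-DG that lacks glycosylation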
MC4R barr agon = MC4R agonists recruiting beta-arrestin, primary screen, cell-based, luminescence, agonist arm of biased-ligand search | U2OS MC4R beta-arrestin complementation; percent of melanotan II response, DMSO zero | 0.98% of 360,000 active | activation, % at 8.9 µM;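 active means activation above a per-plate cutoff, the mean activation of sample wells on that plate plus 3 SD, cut at about 8% in these data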
TLR9-MyD88 block = inhibitors of TLR9-MyD88 association in cells, primary screen, cell-based, CHO, BLA complementation, fluorescence. Toll-like receptor 9 (Homo sapiens) + Myeloid differentiation primary response protein …. CCF4 FRET ratio. inhibition, % at 4.98 µM. 0.21% of 340,000 active;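 active means inhibition above the mean over all tested compounds plus 3 SD, cut at about 21% in these data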;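 further: 0% = DMSO only wells and 100% = clavulanate BLA inhibitor control wells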
Target sequence (Q99836 whole entry, looked up): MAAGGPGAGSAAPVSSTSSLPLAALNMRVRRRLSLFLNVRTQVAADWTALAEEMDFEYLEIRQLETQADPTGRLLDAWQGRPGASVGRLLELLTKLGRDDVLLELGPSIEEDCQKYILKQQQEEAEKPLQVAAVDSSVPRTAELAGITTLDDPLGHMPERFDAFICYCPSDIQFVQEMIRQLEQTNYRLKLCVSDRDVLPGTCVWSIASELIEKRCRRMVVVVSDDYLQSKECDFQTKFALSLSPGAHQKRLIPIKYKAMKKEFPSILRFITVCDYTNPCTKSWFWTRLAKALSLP
Target sequence (Q9NR96 whole entry, looked up): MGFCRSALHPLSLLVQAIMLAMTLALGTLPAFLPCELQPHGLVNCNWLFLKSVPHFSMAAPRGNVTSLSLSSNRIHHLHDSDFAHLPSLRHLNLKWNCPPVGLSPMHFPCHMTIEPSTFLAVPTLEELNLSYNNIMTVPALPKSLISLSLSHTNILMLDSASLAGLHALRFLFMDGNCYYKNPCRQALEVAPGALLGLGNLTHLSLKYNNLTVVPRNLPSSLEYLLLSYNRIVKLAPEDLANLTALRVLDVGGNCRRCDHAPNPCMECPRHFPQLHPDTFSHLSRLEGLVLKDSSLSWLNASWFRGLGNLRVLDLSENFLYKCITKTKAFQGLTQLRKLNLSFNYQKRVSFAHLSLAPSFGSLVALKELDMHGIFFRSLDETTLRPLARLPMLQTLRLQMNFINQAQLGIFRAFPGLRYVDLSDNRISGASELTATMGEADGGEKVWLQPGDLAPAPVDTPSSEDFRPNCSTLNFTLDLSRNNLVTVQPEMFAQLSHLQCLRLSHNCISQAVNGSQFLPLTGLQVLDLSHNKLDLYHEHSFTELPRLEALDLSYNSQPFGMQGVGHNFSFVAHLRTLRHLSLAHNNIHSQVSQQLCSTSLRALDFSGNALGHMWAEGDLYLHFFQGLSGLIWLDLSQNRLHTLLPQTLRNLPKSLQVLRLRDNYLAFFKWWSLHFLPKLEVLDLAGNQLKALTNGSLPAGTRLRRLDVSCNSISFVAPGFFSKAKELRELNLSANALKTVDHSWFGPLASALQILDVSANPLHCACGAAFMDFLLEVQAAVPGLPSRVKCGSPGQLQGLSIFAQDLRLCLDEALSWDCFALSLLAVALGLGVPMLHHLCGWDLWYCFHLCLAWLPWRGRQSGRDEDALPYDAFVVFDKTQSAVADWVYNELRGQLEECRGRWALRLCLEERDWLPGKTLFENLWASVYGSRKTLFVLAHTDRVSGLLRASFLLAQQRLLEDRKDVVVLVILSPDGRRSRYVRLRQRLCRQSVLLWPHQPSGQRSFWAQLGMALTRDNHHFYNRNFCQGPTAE
ABCB6 inh MLPCN = ABCB6 transporter inhibitors, primary screen, K562-ABCB6 cells, flow cytometry, MLPCN library; fluorescence ratio to DMSO, % at 10 µM; 0.19% of 360,000 active; ATP-binding cassette sub-family B member 6 (Homo sapiens), Q9NP58; K562-ABCB6 porphyrin accumulation, 1 h; active compounds read low;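 active means fluorescence ratio to DMSO below 75%, the collection mean minus 3 SD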;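 further: signal is porphyrin accumulated inside mitochondria; 100% equals median channel fluorescence of DMSO control wells; lower ratio means ABCB6 inhibition with less porphyrin fluorescence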
Exocytosis inh = LAMP-1 surface exposure blockers, TALL-104 cells – cell-based, flow cytometry, MLPCN library, primary screen; TALL-104 LAMP-1 surface exposure; cells stimulated with thapsigargin and PMA; inhibition, % at 10 µM; 0.66% of 360,000 active; AID 651702, 2012;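 active means inhibition above about 55%, limit read from the data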
MC4R antag cAMP = MC4R antagonists of cAMP signaling, primary screen, cell-based, TR-FRET, antagonist arm of biased-ligand search. Melanocortin receptor 4 (Homo sapiens), P32245. MC4R-expressing cells, MTII-stimulated cAMP, LANCE TR-FRET. inhibition, % at 6.5 µM. 0.48% of 360,000 active;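 active means inhibition above its plate's cutoff, the mean of tested wells on that plate plus 3 SD, cut at about 29% in these data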;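 further: 0% = Melanotan II alone and 100% = Melanotan II plus saturating MCL0020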
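Material – human MC4R-expressing U2OS cells · Repeats – no replicates · Detection – TR-FRET with Eu-cAMP and labeled anti-cAMP, 671 nm · Times – compound 30 min, challenge 1 h, detection 1 h · Compound – single nominal compound dose of 6.5 µM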
The depositor's hits bear a star; nt = not tested or not shown. A portion of the library, so the mix of outcomes need not match the whole.

SMILES	Vif imaging	NOD2-RIPK2 inh	ABHD5-PLIN5 inh	Glyco luc inh	aDG glyco up	MC4R barr agon	TLR9-MyD88 block	ABCB6 inh MLPCN	Exocytosis inh	MC4R antag cAMP
CCN(CC)CCN(C(=O)C1=COCCO1)c1nc2ccc(C)cc2s1	16	4	13	1	-0.1	1.2	4	98	39	2
COc1ccc2c(C)c(Cl)c(=O)oc2c1	53*	-2	-2	-1	0.3	0.4	11	98	-4	-1
Cc1cccc(Nc2ccccc2C(=O)OCC(=O)NCc2ccco2)c1C	-3	-5	2	-3	1.6	1.8	-1	95	-10	-3
COc1cc(/C=C/c2cccc[n+]2C)ccc1OCC(=O)Nc1cccc(Cl)c1	5	-29	2	3	-0.1	-1.8	-3	94	-4	-9
O=[N+]([O-])c1nn(-c2ccc3c(c2)OCCO3)n(O)c1=Nc1ccc(Cl)cc1	10	-2	1	-5	-0.1	-1.4	0	103	3	13
CN(C)S(=O)(=O)N1CCC(CCCC2CCN(S(=O)(=O)N(C)C)CC2)CC1	6	-1	-1	-1	0.1	1.3	-6	90	-1	0
Cc1ccc(Nc2nc(Cl)nc3ncn(C)c23)c(C)c1	5	-13	-31	1	-0.1	0.6	17	97	18	0
Cc1ccc(C)c(NC(=O)COC(=O)c2nc(Cl)ccc2Cl)c1	-11	-2	-9	-1	-0.1	-0.7	-17	99	-5	3
Cc1ccc(S(=O)(=O)NCC(=O)OCc2ccccc2)cc1	3	-10	-6	0	1.0	-1.4	8	96	38	3
COc1ccc(NC(=O)Nc2ccccc2)cc1S(=O)(=O)N1CCCCC1	-6	-1	-4	-3	0.1	-1.0	3	96	-2	2
N#C/C(=C(/O)COC(=O)CCCNC(=O)c1ccc(Cl)cc1)c1nc2ccccc2[nH]1	-3	-6	0	5	-0.2	-2.9	-2	92	-2	2
COc1ccc(C(=O)COC(=O)CCc2ccccc2)cc1	-3	-5	6	3	-0.3	0.3	-3	99	-2	-5
O=C(O)C1(Nc2ccc([N+](=O)[O-])cc2[N+](=O)[O-])CCCC1	-1	9	11	1	0.1	0.4	-15	93	2	3
Cc1ccc(Cl)cc1N1CCN(S(=O)(=O)c2ccc3c(c2)OCCO3)CC1	16	1	2	-1	-0.3	-0.3	3	91	-3	-5
CCOC(=O)N1CCC(NC(=O)C2CCN(S(=O)(=O)N3CCCC3)CC2)CC1	3	-2	-6	1	0.2	-2.8	3	99	-3	17
CNc1nc(NC)nc(-n2c(C(F)(F)F)nc3ccccc32)n1	-3	2	-5	-1	0.1	-1.3	-2	99	-1	1
O=C(Nc1ccc(O)cc1)C1CCCO1 (configuration not stated)	nt	-2	0	2	-0.1	1.5	0	95	3	9
Cc1cc(C)n2nc(C(=O)OCC(=O)c3cc(C)n(CC4CCCO4)c3C)nc2n1 (configuration not stated)	3	7	-1	0	0.4	-2.0	10	103	-2	18
COc1ncnc2c1ncn2CCCN1CCN(Cc2ccc(C)cc2)CC1	12	-1	13	2	-0.3	-1.1	-4	95	-3	5
Cc1cccc(N2CC(C(=O)Nc3ccccc3N3CCOCC3)CC2=O)c1C (configuration not stated)	23	-8	-1	-1	-0.2	-1.6	-7	99	-2	6

Sorted by the number under MC4R antag cAMP (rising): 3 from the list above
SMILES	Vif imaging	NOD2-RIPK2 inh	ABHD5-PLIN5 inh	Glyco luc inh	aDG glyco up	MC4R barr agon	TLR9-MyD88 block	ABCB6 inh MLPCN	Exocytosis inh	MC4R antag cAMP
Cc1ccc(Cl)cc1N1CCN(S(=O)(=O)c2ccc3c(c2)OCCO3)CC1	16	1	2	-1	-0.3	-0.3	3	91	-3	-5
CNc1nc(NC)nc(-n2c(C(F)(F)F)nc3ccccc32)n1	-3	2	-5	-1	0.1	-1.3	-2	99	-1	1
O=C(Nc1ccc(O)cc1)C1CCCO1 (configuration not stated)	nt	-2	0	2	-0.1	1.5	0	95	3	9

Next part
SMILES	Vif imaging	NOD2-RIPK2 inh	ABHD5-PLIN5 inh	Glyco luc inh	aDG glyco up	MC4R barr agon	TLR9-MyD88 block	ABCB6 inh MLPCN	Exocytosis inh	MC4R antag cAMP
O=C(CSc1nnc(Cc2ccccc2)o1)Nc1cccc(F)c1	10	8	-3	1	-0.3	-3.0	3	91	-6	1
CC(C)(C)n1nnnc1C(c1ccc(F)cc1)N(Cc1ccc(F)cc1)Cc1ccco1 (configuration not stated)	-26	-12	0	-10	0.8	-0.4	-9	96	31	10
C=CCNc1nc(-c2ccc(O)c(C(N)=O)c2)cs1	3	-12	-41	4	0.1	-2.4	0	87	-1	5
Cc1ccc2[nH]cc(CCNC(=O)C3CCCCC3)c2c1	-4	-6	3	2	0.1	0.5	-11	101	-3	16
Cc1ccc(NC(=O)c2cc(-c3cc(F)ccc3OCC3CCCO3)n[nH]2)cc1NS(C)(=O)=O (configuration not stated)	-20	-8	3	-2	-0.6	1.2	nt	93	-1	20
CC(=O)CC1c2cc(F)ccc2C=C(c2ccsc2)N1c1ccc(-c2cccnc2)cc1 (configuration not stated)	nt	-3	-9	nt	0.3	nt	nt	96	-4	nt
CC1CCN(C(=O)C2CCN(S(=O)(=O)c3cccs3)CC2)CC1	-15	-6	-4	0	-0.1	-0.1	-17	166	-4	0
Clc1ccsc1-c1ccc2ccccc2n1	-4	-3	-1	-2	0.1	1.2	4	91	-3	9
COCC(C)N1CCC(n2nccc2NC(=O)c2ccc3c(c2)OCO3)CC1 (configuration not stated)	-11	2	11	0	0.0	-2.1	6	101	0	11
N=C1C(=O)OCC1c1ccccc1NC(=O)c1ccc(F)cc1 (configuration not stated)	-10	2	-6	0	-0.2	-0.6	-10	98	6	12
Cc1cccc(NC(=O)COC(=O)c2n[nH]c3ccccc23)c1C	-10	2	3	1	0.3	0.0	-10	93	-5	-7
CCOC(=O)c1ccc2c(c1)N(Cc1ccccc1C)C(=O)c1ccccc1S2=O (configuration not stated)	-13	0	-3	-3	0.0	-0.6	2	86	-2	22
O=C(Cn1nnc2ccccc2c1=O)NCc1ccco1	-2	-4	2	0	0.0	1.2	-7	104	0	6
Cc1ccc(Nc2nc(N)nc(CSC(=S)N3CCOCC3)n2)cc1	-6	9	-6	2	0.5	-1.4	-11	97	0	-1
Cc1onc(-c2ccccc2)c1C(=O)NC(C)C	-19	5	-3	0	-0.2	1.2	1	103	-6	5
COc1ccc(C2C(=O)c3ccccc3C2=Nc2ccc(Br)cc2)cc1 (configuration not stated)	-7	-13	7	-5	-0.2	26*	-4	95	0	5
CC(C)(C)NC(=O)NC(=O)CN1CCCCC1	-2	-2	2	0	-0.1	-1.0	-8	94	-2	1
CN(CCNC(=O)CCCOc1cc(=O)n(C)c2ccccc12)Cc1ccccc1	0	2	1	3	-0.1	-1.4	-9	89	-6	0
CC(C)C1Cc2nc(Cl)c(C#N)cc2CO1 (configuration not stated)	3	-7	7	0	0.0	0.7	-4	100	-1	5
CC(=O)OCC(=O)C1(O)CCC2C3CC(C)C4=CC(=O)CCC4(C)C3C(O)CC21C (configuration not stated)	14	-6	-4	6	0.0	-0.8	-8	106	-8	7
O=C(Nc1nnc(-c2ccccc2)s1)c1ccccc1F	4	-10	0	-1	-0.2	0.7	10	100	4	-4
O=C(c1cnccn1)N(Cc1ccco1)C1(C(=O)NC2CCCCC2)CCCCC1	1	-7	6	0	-0.2	0.3	-2	103	-2	0
CS(=O)(=O)N1CC2CCCN2c2ccc(C(F)(F)F)cc21 (configuration not stated)	2	6	5	2	-0.1	1.2	5	104	-2	0
Nc1cccc(S(=O)(=O)Nc2ccc(SC(F)F)cc2)c1	nt	-1	-3	0	0.0	0.0	-24	97	0	5
CCOc1cc(N2CCOCC2)c(OCC)cc1NC(=O)CSc1ccccc1C(=O)O	-1	4	1	-1	0.0	-0.3	0	99	0	4
COc1ccc(C(NC(=O)c2c(F)c(F)c(F)c(F)c2F)c2ccccc2)cc1 (configuration not stated)	5	16	-10	8	2.6	0.3	-7	94	4	72*
O=C1CC2(CCN(C(=O)c3cccc(Br)c3)CC2)Oc2ccccc21	-4	2	-1	-1	0.0	0.3	2	93	-1	5
CCCCOC(=O)Nc1ccc(S(=O)(=O)Nn2cnnc2)cc1	4	-9	1	2	-0.2	-0.9	-7	101	-3	-6
COc1cc(C2NC(=O)CS2)cc(OC)c1OC (configuration not stated)	1	-3	0	1	0.1	-1.1	-7	91	-1	-3
CC(C)CNC(=S)NNC(=O)c1nn(C)cc1Cl	21	-4	-5	1	-0.2	-3.1	-6	103	-2	-1
CCOC(=O)c1ccc(N2C(=O)CC(NNC(=O)c3ccc(Br)s3)C2=O)cc1 (configuration not stated)	nt	-1	2	1	-0.1	-2.5	nt	104	3	4
Cc1ccc2c(c1)COc1c3ccc(C(=O)N[C@@H](C)CO)cc3nn1-2	nt	-9	-2	-5	0.4	-0.8	-1	100	-3	6
Cc1cc(C)cc(OCC(=O)Nc2ccc(N3CCOCC3)cc2N2CCOCC2)c1	9	-8	-2	0	-0.2	-1.1	-12	97	0	3
N#CNC(=Nc1cccc(F)c1)SCc1ccccc1F	-13	10	2	2	0.8	-2.3	-3	99	9	0
CCOC(=O)c1ccc(NC(=O)CCn2c(=O)oc3ccccc32)cc1	0	5	0	0	0.0	-4.1	15	99	0	-5
Cc1[nH]c2ccc(C(=O)N3CCN(c4ccccc4Cl)CC3)cc2c1C	-9	0	-5	3	3.9	1.2	0	96	-1	-3
COc1cc(-c2cc(C(=O)Nc3ccc(S(=O)(=O)Nc4ncccn4)cc3)c3ccccc3n2)cc(OC)c1OC	5	5	-3	1	0.0	0.4	-8	101	-3	12
CC1(C(=O)NS(=O)(=O)Cc2ccccc2)CCN1C(=O)Cc1ccccc1 (configuration not stated)	9	-11	3	2	-0.1	-1.8	nt	96	16	0
O=S(=O)(NC1CCN(Cc2ccccc2)CC1)c1ccc(Cl)cc1	-1	-6	2	-2	0.0	6.3	nt	101	6	5
S=c1[nH]nc(-c2ccc(Br)cc2)n1Cc1ccccc1	0	-9	-11	-3	0.1	-1.2	3	104	1	5
CCOc1cc([N+](=O)[O-])c2nc(N)sc2c1	12	2	-3	0	-0.2	-0.4	-5	99	-2	-6
COc1cc(C=O)ccc1OCCSc1ccc(Cl)cc1	5	4	-13	0	-0.1	2.5	-2	104	-4	-4
CC1(C(=O)Nc2ccc3c(c2)OCCO3)CSCC(=O)N1CCOc1ccccc1 (configuration not stated)	nt	-28	-4	nt	-0.5	nt	nt	nt	4	nt
O=C(N/N=C/c1ccco1)c1cnccn1	1	2	1	0	0.1	0.2	13	101	-5	0
